Rab9 prom act – qHTS Assay for Rab9 Promoter Activators | 2.8% of 320,000 active | Potency, µM (top dose mostly 9.22 µM), for the others: at the highest dose activation, negative = inhibition, actives largely listed as activators | Huh7 Rab9 promoter-luciferase reporter, luminescence, 24 h | AID 485297, 2010; also: potency is read from the fitted curve at half-maximal effect; % of control where 0% means no effect; nearly all actives have a fitted effect of over 60% in size
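Cells were plated at 1500 per well in reduced-serum medium with 10% FBS and left 2 h. Compound in DMSO was then added for 24 h at 37 °C. Reporter signal was read by luminescence after 10 min with luciferase detection reagent.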
p53 reactivator – qHTS assay for re-activators of p53 using a Luc reporter; H1299 p53-A138V BP100-luciferase reporter, luminescence, 24 h; Potency, µM (doses to about 92.2 µM), for inactives: top-dose activity change, positive = activation, usual class: activators; 0.063% of 320,000 active; AID 504706, 2011; also: potency is read from the fitted curve at half-maximal effect; % of control where 0% means no effect; nearly all actives have a fitted effect of over 45% in size
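H1299 (p53-null), stable ts p53-A138V + BP100-Luc; 1000 cells/well, Opti-MEM/10% FBS; cpd 4 pt, 1:5; 24 h, 37 deg C, 5% CO2; detection reagent 10 min RT; luminescence.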
FLuc counter – qHTS profiling assay for firefly luciferase inhibitor/activator using purifed enzyme and Km concentrations of substrates (counterscreen for miR-21 project); Luciferin 4-monooxygenase (Photinus pyralis), P08659; Potency, µM (highest dose often 57.5 µM), for inactives: at the highest dose activity change, negative = inhibition, usual class: inhibitors; 6.9% of 360,000 active; AID 588342, 2011; purified FLuc, Km substrates, luminescence inhibition;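 also: potency is read from the fitted curve at half-maximal effect; plate controls were vehicle for no effect and reference inhibitor for full effect; nearly all actives have a fitted effect of over 55% in size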
Target sequence (P08659 whole entry, looked up): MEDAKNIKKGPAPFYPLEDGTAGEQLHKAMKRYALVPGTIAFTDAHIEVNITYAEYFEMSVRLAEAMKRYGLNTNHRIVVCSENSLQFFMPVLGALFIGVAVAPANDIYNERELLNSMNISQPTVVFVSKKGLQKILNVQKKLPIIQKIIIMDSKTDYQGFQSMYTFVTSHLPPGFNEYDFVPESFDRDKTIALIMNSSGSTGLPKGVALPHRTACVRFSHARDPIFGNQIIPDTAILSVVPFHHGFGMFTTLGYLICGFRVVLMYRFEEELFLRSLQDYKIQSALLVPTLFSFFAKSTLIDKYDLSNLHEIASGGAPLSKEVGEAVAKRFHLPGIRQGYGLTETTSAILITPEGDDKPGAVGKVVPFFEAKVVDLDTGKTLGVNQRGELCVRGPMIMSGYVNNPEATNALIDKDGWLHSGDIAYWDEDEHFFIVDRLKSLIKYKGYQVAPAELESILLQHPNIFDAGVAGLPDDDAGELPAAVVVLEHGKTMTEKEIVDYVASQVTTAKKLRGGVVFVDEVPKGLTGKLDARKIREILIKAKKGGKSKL
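Purified P. pyralis luciferase, 10 nM final, with Km-level 10 uM D-luciferin and 10 uM ATP in 50 mM Tris acetate pH 7.5, 10 mM Mg acetate, 0.01% Tween-20, 0.05% BSA; 6-point qHTS titration about 60 µM downward; luminescence read.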
RORg inh – qHTS for inhibitors of ROR gamma transcriptional activity. Nuclear receptor ROR-gamma (Mus musculus), P51450. Drosophila S2 Gal4-RORgamma UAS-luciferase reporter, 20 h. Potency, µM (doses to about 53.6 µM), inactives show top-dose activity change, negative = inhibition, most hits filed as inhibitors. 5.4% of 310,000 active; also: potency is read from the fitted curve at half-maximal effect; % is scaled to controls: 0 for no effect and ±100 for the full control effect; nearly all actives have a fitted effect of over 60% in size
Target sequence (P51450 whole entry, looked up, the tested form may be a part): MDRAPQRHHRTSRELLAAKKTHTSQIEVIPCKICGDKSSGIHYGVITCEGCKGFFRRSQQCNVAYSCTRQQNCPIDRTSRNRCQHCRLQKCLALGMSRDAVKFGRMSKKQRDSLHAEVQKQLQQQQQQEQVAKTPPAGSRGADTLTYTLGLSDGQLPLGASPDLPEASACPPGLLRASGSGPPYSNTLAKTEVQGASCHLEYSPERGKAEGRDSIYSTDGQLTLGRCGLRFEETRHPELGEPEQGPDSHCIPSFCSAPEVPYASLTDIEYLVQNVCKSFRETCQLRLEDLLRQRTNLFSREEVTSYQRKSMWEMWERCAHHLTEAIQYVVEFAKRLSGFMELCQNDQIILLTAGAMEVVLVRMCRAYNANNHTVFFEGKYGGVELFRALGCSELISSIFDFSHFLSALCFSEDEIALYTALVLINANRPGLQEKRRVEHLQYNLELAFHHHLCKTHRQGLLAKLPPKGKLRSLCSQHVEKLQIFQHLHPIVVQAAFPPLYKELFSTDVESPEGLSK
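Stable Schneider cell line, Gal4 DNA-binding domain fused to ROR gamma, UAS-luciferase. Cmpd 1 hr RT → CuSO4 700 uM final → 20 hr RT → luciferase reagent 10 min → luminescence.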
PKM2 activator – qHTS Assay for Activators of Human Muscle isoform 2 Pyruvate Kinase. Pyruvate kinase PKM (Homo sapiens), P14618. purified PKM2, Kinase-Glo ATP luminescence, activation; response scale: 0% is enzyme alone, no compound. Potency, µM (series often up to 57.5 µM), inactives show at the top dose activation, hits mostly activators. 0.34% of 260,000 active. AID 1631, 2009; also: potency is read from the fitted curve at half-maximal effect; % is scaled to controls: 0 for no effect and ±100 for the full control effect; nearly all actives have a fitted effect of over 55% in size
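hPK-M2, >95% pure; 0.1 mM ADP / 0.5 mM PEP final; imidazole pH7.2 buffer w/ 7 mM MgCl2, 50 mM KCl; 1 h RT; Kinase-Glo lum. Intermediate enzyme activity for dual inhibitor/activator qHTS.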
Gal4-VP16 FLuc – VP16 counterscreen qHTS for inhibitors of ROR gamma transcriptional activity; Drosophila S2 Gal4-VP16 UAS-luciferase, luminescence, 20 h; Potency, µM (series often up to 53.6 µM), without a hit: at the highest dose activity, negative = inhibition, actives largely listed as inhibitors; 3.5% of 310,000 active;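 also: Gal4-VP16 expression switched on by copper sulfate through the metallothionein promoter; potency is read from the fitted curve at half-maximal effect; % is scaled to controls: 0 for no effect and ±100 for the full control effect; nearly all actives have a fitted effect of over 50% in size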
BRCA1 expr up – qHTS Assay to Identify Small Molecule Activators of BRCA1 Expression; MCF7-BRCA1-FFLuc reporter, luminescence, 48 h; response scale: scaled: vehicle 0%, 10 µM genistein 100%; Potency, µM (series often up to 46.1 µM), for inactives: at the top dose activation, actives largely listed as activators; 1.1% of 380,000 active; AID 624202, 2012; also: potency is read from the fitted curve at half-maximal effect; nearly all actives have a fitted effect of over 80% in size; some results filed as inactive show a strong effect at the top dose
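Reporter cells (MCF7, BRCA1 promoter-firefly luciferase) received library compounds across a concentration series for 48 h. End-point luminescence was measured and concentration-effect curves derived after normalization.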
Menin-MLL TR inh – qHTS Assay for Inhibitors Targeting the Menin-MLL Interaction in MLL Related Leukemias: Competition With Texas Red Labeled MLL-derived Mutant Peptide; O00255; Menin + Texas Red MLL mutant peptide, fluorescence polarization; Potency, µM (top dose mostly 61.6 µM), without a hit: at the top dose FP activity change, negative = inhibition, most hits filed as inhibitors; 0.23% of 270,000 active; active = well fitted inhibition curve with a large enough effect in the polarisation, with a control signal flat, not every such curve was filed as active; inconclusive = small, poorly fitted or top-dose-only effect, or effect the other way, or a change in a side signal; inactive = no such curve, though single readings can be large or run the other way; the % refers to the polarisation; also: potency is read from the fitted curve at half-maximal effect; % of control where 0% means no effect; many of its hits are not listed in these tables
NPC1 promoter act – qHTS Assay for NPC1 Promoter Activators; Huh7 NPC1 promoter luciferase reporter, 24 h; Potency, µM (doses to about 9.22 µM), for inactives: at the top dose activation, usual class: activators; 2.4% of 320,000 active; AID 485313, 2010;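 also: potency is read from the fitted curve at half-maximal effect; % of control where 0% means no effect; nearly all actives have a fitted effect of over 60% in size; reporter is driven by a mutant NPC1 promoter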
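Stable NPC1-promoter luciferase Huh7 line; cpd (DMSO) 24 h, 37 °C, 5% CO2; Amplite luciferase reagent 10 min RT; luminescence readout. qHTS format.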
Giardia kill – Small Molecules that selectively kill Giardia lamblia: qHTS; Giardia lamblia trophozoite viability; 0.15% of 340,000 active; activity change, % at 7.66 µM, hits read low; in the data active = activity change below about -80%; inconclusive = between about -30% and that limit;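 also: parasites exposed to compound for two days anaerobically before the ATP read; % is scaled to controls: 0 for no effect and ±100 for the full control effect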
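Killing of trophozoites was scored by loss of ATP luminescence after a 48 hrs anaerobic exposure to compounds at 37 deg C, using 100 cells per well.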
ELG1 genotoxic – qHTS screen for small molecules that induce genotoxicity in human embryonic kidney (HEK293T) cells expressing luciferase-tagged ELG1; Potency, µM (highest dose often 46 µM), for inactives: at the top dose activity change, positive = activation, most hits filed as activators; HEK293T ELG1-luciferase reporter, luminescence, 16 h; AID 504466, 2011; 1.3% of 330,000 active; also: potency is read from the fitted curve at half-maximal effect; % of control where 0% means no effect; nearly all actives have a fitted effect of over 60% in size
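Cells (2,000/well) expressing the ELG1-luciferase fusion are dosed by pin tool and kept 16 hr at 37 °C, 5% CO2. Signal comes from ONE-Glo luciferase reagent after 30 min at room temperature.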
Active calls of the source: *; u = inconclusive; x = not tested or not shown; & = joins results of further samples; [ ] = dose if it differs, or a comment. Unless noted, calls follow the shape of the dose curve; as a rule, active = well fitted curve in the direction sought with a large enough effect; inconclusive = small, poorly fitted or top-dose-only effect, or another doubt; inactive = no such curve, though single readings can be large; an effect the other way counts as inactive or inconclusive. An excerpt; rates above refer to the full screens.

Order of values – ELG1 genotoxic	p53 reactivator	Giardia kill	NPC1 promoter act	BRCA1 expr up	Rab9 prom act	PKM2 activator	Gal4-VP16 FLuc	FLuc counter	RORg inh	Menin-MLL TR inh
CCC(CC)C1C(C#N)=C(N)Oc2n[nH]c(C)c21 (centres undefined)
    -5%	22%	-4	-9%	-16%	2%	0%	7%	-2%	-17%	-6%
O=C(COc1ccccc1)NCC(=O)N/N=C/c1ccco1
    -2%	-14%	-4	0%	1%	-6%	-7%	-3%	1%	-5%	4%
CC(C)OC(=O)CN1C(=O)S/C(=C/c2ccc(N3CCCCC3)o2)C1=O
    28%	-14%	-6	1%	34%	-3%	18%	13µM*	21µM*	u	x
O=C(O)C1C2C=CC(C2)C1C(=O)N1CCc2ccccc21 (centres undefined)
    0%	-8%	-17	5%	-1%	-2%	-23%	-8%	0%	0%	13%
CC(C)(C)N(Cc1nc(-c2ccccc2)no1)C(=O)c1ccc2c(c1)OCO2
    0%	-1%	6	1%	10%	8%	-1%	2%	1%	6%	-12%
COCCNC(=O)C(OC(=O)c1ccco1)c1ccccc1F (centres undefined)
    -5%	1%	4	2%	-24%	3%	-3%[11.5 µM]	-6%	4%	-35%	-1%
CCOCCc1nnc(NC(=O)CSc2ccccc2)s1
    -7%	9%	-4	-3%	-17%	-1%	3%	10%	4%	-40%	1%
COC(=O)CCCC(=O)N1CCCC(CNS(=O)(=O)c2ccc(OC)cc2)C1 (centres undefined)
    1%	2%	12	-6%	-6%	-3%	-4%	9%	0%	12%	-8%
COc1ccc(CC(=O)OC(C)C(=O)c2ccc(C)cc2)cc1 (centres undefined)
    -4%	-1%	-4	11%	17%	-5%	-1%	2%	-2%	12%	x
COCCCN1C(=O)C(=O)/C(=C(/O)c2ccc(S(=O)(=O)N3CCCCC3)cc2)C1c1ccc(O)c(OC)c1 (centres undefined)
    0%	1%	-1	-2%	8%	0%	x	-3%	2%	-6%	x
N#Cc1ccc(CSc2nnc3ccccn23)cc1
    3%	-2%	29	0%	4%	-32%[inhibitor]	4%	20%	0%	13%	-7%
CCOC(=O)c1[nH]c(C)c(C(=O)OCC(=O)N2CC(=O)Nc3ccccc32)c1C
    -1%	-31%[inhibitor]	11	0%	-3%	-7%	2%	-4%	0%	16%	-17%
COc1cccc(C2=NOC(C(=O)NCc3ccc(F)cc3)C2)c1 (centres undefined)
    x	x	-4	1%	-4%	-13%	4%	8%	-1%	-7%	-26%
COc1ccccc1C(=O)NC(=O)COC(=O)c1ccc([N+](=O)[O-])cc1
    -5%	3%	4	6%	33%	-3%	x	x	2%	x	x
Brc1ccc(N=Cc2ccccn2)cc1
    9%	19%	2	15%	69%	16%	-2%	-4%	u	-24%	3%
Cc1n[nH]c(C)c1Sc1ccccc1N
    -1%	2%	9	-2%	-8%	1%	5%	0%	-3%	11%	7%
Cc1ccc(C(=O)N2CCOCC2)cc1S(=O)(=O)N1CCCCC1
    3%	-8%	-14	-3%	-23%	0%[1.84 µM]	0%	-2%	-2%	-10%	x
CCC1=C(OC(=O)N(CC)CC)N2C(=O)OC(=NCCc3c[nH]c4ccccc34)[C@]2(Cc2ccccc2)[C@H]2C1=CC[C@H]1C(=O)N(CC)C(=O)[C@H]12
    -4%	-6%	13	-6%	-19%	-1%	6%&-4%	-1%&-9%	0%	16%&16%	17%
COc1ccc(C(=O)COC(=O)CCS(=O)(=O)c2ccc(C)cc2)c(OC)c1
    2%	4%	-4	5%	-5%	-1%	x	x	2%	x	x
CC(=O)c1ccc(N2C(=NC(=O)COc3ccccc3)SC3CS(=O)(=O)CC32)cc1 (centres undefined)
    2%	1%	-2	0%	10%	5%	x	-4%	-1%	-13%	x
CC(C)(C)OC(=O)NCCCCc1cn(CC(=O)N2CCN(C(=O)OC(C)(C)C)CC2)nn1
    -2%	3%	-9	0%	4%	3%	-5%	-7%	0%	-2%	0%
CCn1c(-c2ccc(F)cc2)cnc1SCC(=O)N1CCc2ccccc21
    13%	u	x	-2%	x	-1%	5%	-9%	u	u	4%
CCCCN(C(=O)c1nn(C)c(=O)c2ccccc12)c1c(N)n(CCC)c(=O)[nH]c1=O
    2%	-2%	4	1%	3%	-1%	x	x	1%	x	x
COCc1ccc(O)c2ncccc12
    -16%	8%	-13	-34%[inhibitor]	-63%	-31%[inhibitor]	-2%	3.2µM*	0%	6.3µM*	-10%
CN(CC(=O)Nc1ccccc1Cl)C(=O)Cn1cc(C(F)(F)F)ccc1=O
    1%	0%	-1	-2%	0%	-4%	x	x	-2%	x	x
CC(C)c1ncc(C(O)c2cccc3ccccc23)n1C (centres undefined)
    -10%	6%	12	1%	-38%	-1%	-8%	7%	2%	1%	-8%
Cc1ccc(C(=O)ONc2ccc(N=NC(=O)c3ccccc3O)cc2)cc1
    u	10%	2	20%	1%	u	-21%	18µM*	12µM*	17%	11%
CC1CN(C)C(C)CC1NCc1ccc2c(c1)OCO2 (centres undefined)
    3%	5%	-3	-3%	-14%	1%	-1%	1%	1%	-6%[10 µM]	12%
CC1Cc2ccccc2N1C(=O)/C=C/c1cccc(F)c1 (centres undefined)
    u	5%	-10	2.2µM*	u	1.8µM*	-4%	-5%	6µM*	26%	-11%
Cc1ccccc1S(=O)(=O)Cc1ccc(C(=O)NC(C)c2ccccc2)o1 (centres undefined)
    -5%	3%	15	0%	0%	0%	x	-16%	0%	6%	-6%
CN(C)S(=O)(=O)c1cccc(C(=O)OCC(=O)c2c(N)n(C)c(=O)n(C)c2=O)c1
    2%	-2%	5	-6%	14%	2%	0%	4%	-2%	60%	12%
CCOc1ccc(CCNC(=O)CN2CCN(Cc3ccccc3F)C2=O)cc1OCC
    0%	1%	10	0%	5%	-5%	-5%	-9%	3%	26%	-22%
CCn1c(SC)nnc1C1CCCN(CC(=O)Nc2ccccc2N2CCOCC2)C1 (centres undefined)
    0%	2%	4	-2%	-7%	0%	1%	-4%	2%	29%	-26%
CCOC(=O)c1ccc(NC(=S)NCCCN2CCCCC2)cc1
    -2%	1%	12	-2%	5%	-10%	11%	1%	1%	1%	-7%
COc1ccc(-n2c(SCC(=O)Nc3nc(C)cs3)nnc2-c2ccoc2C)cc1
    -4%	-13%	8	3%	-37%	-2%	-15%	0%	-22%	31%	9%
Cc1cccc(OC(C)C(=O)Nc2cc(S(=O)(=O)N3CCCCC3)ccc2C)c1 (centres undefined)
    -6%	1%	5	5%	-12%	-5%	x	x	-1%	x	x
CCOC(=O)C1CCCN(S(=O)(=O)c2ccc(S(=O)(=O)N3CCCC3)cc2)C1 (centres undefined)
    -1%	-2%	-7	-27%	-7%	-38%[inhibitor]	x	x	5%	x	x
CCCCCCn1c(N2CCN(c3cccc(Cl)c3)CC2)nc2c1c(=O)[nH]c(=O)n2C
    -12%	4%	14	-4%	-41%	-3%	1%	8%	0%	26%	u
O=S(=O)(c1ccccc1C(F)(F)F)N1C=CC(C(F)(F)F)=NCC1
    -3%	2%	-19	-3%	1%	0%	-17%	10%	4%	-30%	x
CN(C)S(=O)(=O)c1ccc(C(=O)OCc2ccc(C#N)cc2)cc1
    11%	0%	37[activator]	-2%	2%	0%	6%	-1%	-2%	1%	-16%
CN(CCNC(=O)c1cn(C)c2ccc(S(=O)(=O)N3CCCC3)cc2c1=O)CCc1ccccc1
    1%	-19%	-2	-3%	13%	-4%	2%	2%	2%	0%	-14%
